Tau fibril ThT = blocks human tau fibril formation measured by thioflavin T. Potency, µM (titrated, usually from 57.4 µM), for the others: top-dose activity, negative = inhibition, hits mostly inhibitors. hit rate 2.1% among 270,000. recombinant tau K18 P301L, heparin-induced fibrillization, ThT fluorescence. P10636; also: % is scaled to controls: 0 for no effect and ±100 for the full control effect; nearly all actives have a fitted effect of over 55% in size
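Aggregation was driven by heparin (20 uM final) acting on recombinant tau […] bearing P301L in 100 mM sodium acetate pH 7; fibrils were detected with Thioflavin T.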
Tau fluor cs = counter-screen for tau fibril formation inhibitors. AID 1463. tau K18 P301L (four-repeat tau fragment) Alexa594 fluorescence, heparin fibrillization. hit rate 0.93% among 280,000. Potency, µM (series often up to 57.7 µM), without a hit: at the highest dose activity change, negative = decrease; also: % is scaled to controls: 0 for no effect and ±100 for the full control effect; nearly all actives have a fitted effect of over 55% in size
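Human K18 P301L tau (15 uM unlabeled plus 0.24 uM Alexa 594-labeled, final) in 100 mM sodium acetate pH 7 was mixed with compound and 20 uM heparin and incubated 6 hr at 37 C.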
HTT ATP protect = protects HTT-Q103 PC12 cells, measured by ATP. PC12 HTT-Q103 induced, cytoprotection, ATP luminescence, 40 h. Potency, µM (doses to about 56.4 µM), for the others: cytoprotection (ATP increase), most hits filed as activators. hit rate 0.14% among 230,000. AID 1471;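 also: % of control where 0% means no effect; nearly all actives have a fitted effect of over 45% in size; toxic huntingtin expression switched on by the ecdysone agonist tebufenozide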
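Rat PC12, Q103 Htt exon1-GFP fusion, ecdysone promoter; tebufenozide inducer 100 nM final; compound titration; qHTS, 1500 cells/well; ATPlite luminescent read.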
Tau FP inhib = blocks human tau fibril formation measured by polarization | Potency, µM (top dose mostly 57.7 µM), without a hit: at the top dose activity, negative = inhibition, actives largely listed as inhibitors | K18 P301L tau heparin fibrillization, Alexa594 FP, 6 h | AID 1468 | hit rate 0.39% among 280,000; also: % is scaled to controls: 0 for no effect and ±100 for the full control effect; nearly all actives have a fitted effect of over 55% in size
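K18 P301L tau (15 uM unlabeled/0.24 uM Alexa 594-labeled, final) + compound + heparin 20 uM final; 100 mM NaOAc pH 7; 6 hr 37 C; ThT 30 uM final added, 1 hr RT; FP ex 555/em 632 nm.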
L3MBTL1 inh = blocks human L3MBTL1 | AlphaScreen L3MBTL1–H3K9me1 peptide binding | hit rate 0.66% among 230,000 | Potency, µM (top dose mostly 57.1 µM), for inactives: at the top dose activity, negative = inhibition, usual class: inhibitors | Q9Y468; also: % is scaled to controls: 0 for no effect and ±100 for the full control effect; nearly all actives have a fitted effect of over 60% in size
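Read-out is AlphaScreen signal from streptavidin donor and nickel chelate acceptor beads (10 ug/mL final each) bridging L3MBTL1 (50 nM) and biotinylated K9-monomethylated H3(1-15) peptide (75 nM), after 30 min compound exposure at room temperature.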
TR SRC2 fluor cs = alters Texas Red total fluorescence, flagging assay interference; TRb/SRC2 Texas Red total fluorescence interference; Potency, µM (doses to about 106 µM), for inactives: at the highest dose fluorescence change, negative = quenching; hit rate 0.29% among 280,000; AID 1479; active = well fitted curve in either direction with a large enough effect; inconclusive = small, poorly fitted or top-dose-only effect; also: % is scaled to controls: 0 for no effect and ±100 for the full control effect
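Human TRβ ligand-binding domain (0.6 uM) and Texas Red SRC2 peptide (20 nM) in Tris buffer with 1 uM T3 and 5% DMSO were incubated with pinned compound for 5 hr at ambient temperature. Total fluorescence was computed as S + 2P (555/632 nm).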
RECQ1 inh = RECQ1 (human) helicase inhibition; hit rate 0.54% among 240,000; RECQ1 DNA unwinding, red fluorescence kinetic read; Potency, µM (highest dose often 57.3 µM), without a hit: top-dose activity, negative = inhibition, actives largely listed as inhibitors; P46063;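 also: plate controls were vehicle for no effect and no enzyme for full effect; nearly all actives have a fitted effect of over 30% in size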
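RECQ1T1 50 nM; forked duplex (20 bp + 30-nt ss tails) 200 nM, ATP 2 mM final; pH 8.0, 2 mM MgCl2, 2.5 ug/ml poly(dI-dC); 15 min compound preincubation; discontinuous kinetic read over 2 h at RT.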
TRb-SRC2 inh = inhibitors of human thyroid hormone receptor beta-SRC2 interaction; P10828; TRbeta-SRC2 peptide binding, fluorescence polarization; receptor liganded with 1 µM T3; Potency, µM (series often up to 106 µM), for the others: at the highest dose activity change, negative = inhibition, actives largely listed as inhibitors; hit rate 0.065% among 280,000;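 also: plate controls were bound peptide for no effect and peptide without receptor for full effect; nearly all actives have a fitted effect of over 50% in size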
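Read-out is fluorescence polarization (555 nm excitation, 632 nm emission) of a Texas Red SRC2 coactivator peptide; loss of signal reflects blocked binding to human TRb ligand-binding domain in the presence of 1 uM T3.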
* hit, by the source's call; i = inactive; u = inconclusive; x = not tested or not shown; & = joins results of further samples; ! = repeats disagree; [ ] = remark or other dose. Unless noted, calls follow the shape of the dose curve; as a rule, active = well fitted curve in the direction sought with a large enough effect; inconclusive = small, poorly fitted or top-dose-only effect, or another doubt; inactive = no such curve, though single readings can be large; an effect the other way counts as inactive or inconclusive. Potency is read from the fitted curve at half-maximal effect.

Results follow in this order: Tau fibril ThT | Tau fluor cs | HTT ATP protect | Tau FP inhib | L3MBTL1 inh | TR SRC2 fluor cs | RECQ1 inh | TRb-SRC2 inh
CCCOc1ccccc1-c1nc2n[nH]nc2c(=O)[nH]1
 : u | -13.1%&-3.2%&0.6%&-0.8% | u | u | x | -5.9% | 15.7% | -1.9%
O=C1N(c2ccccc2)c2ccccc2C1(Cc1ccncc1)Cc1ccncc1
 : -7.5%&-1.8%&-2.0% | -10.4%&-3.3%&-0.2% | 1.7% | -2.4%&4.7%&1.5% | x | -0.4%&-3.1%&-1.6% | -0.4%&-7.0%&-5.7% | -4.2%&3.9%&-6.9%
O=C(Cn1ccnc1[N+](=O)[O-])NCCO
 : -1.5% | -5.8% | u | -8.1% | x | u | -4.0% | -12.6%
COc1ccc(CN(CCN(C)C)c2ccccn2)cc1
 : 0.0%&0.6%&2.9%&-10.0%&-9.5% | 2.1%&-2.1%&-0.6%&-9.7%&-5.0% | u | 6.5%&-7.9%&-4.1%&-5.6%&-2.0% | -1.8%&-1.2% | -1.1% | -20.3% | 3.7%
N=C(N=C(N)N)N1CCOCC1
 : x | x | u | x | -3.7% | 0.1%[53 µM] | i | 4.8%[53 µM]
O=C(O)CN1C(=O)c2cccc3cccc(c23)C1=O
 : u | 4.8%&-23.9% | -18.7%&13.5% | 8.9%&2.3% | x | -1.2%&-3.0% | -13.0% | 6.1%&8.5%
Cc1c(C(=O)O)c(O)cc2c1C(=O)c1c(O)c([C@H]3O[C@H](CO)[C@@H](O)[C@H](O)[C@H]3O)c(O)c(O)c1C2=O
 : u | u | -34.5%[inhibitor][1.9 µM] | -9.1%&-10.2% | x | 8.8%&15.1%&7.2% | 31.6µM*! | 3.9%&15.0%&9.4%
CC(=O)O[C@]1(C(C)=O)CC[C@H]2[C@@H]3C=C(Cl)C4=CC(=O)[C@@H]5C[C@@H]5[C@]4(C)[C@H]3CC[C@@]21C
 : x | x | -16.6%&-52.5% | x | -2.9% | -8.0%[201 µM] | -4.9% | -9.5%[201 µM]
CN(C)C/C=C(/c1ccc(Br)cc1)c1cccnc1
 : 1.3% | -3.3% | u | 0.6% | x | -1.0% | -3.7% | -4.4%
O=C1NCC2(CCN(CCc3ccccc3)CC2)O1
 : -9.2%&-3.3%&1.2% | -23.5%&-7.7%&-1.1% | u | u | x | 1.5% | -11.8% | 6.3%
CCCOC(=O)c1ccccc1
 : -1.1% | 1.8% | 32.4% | 6.6% | x | -3.2%&-1.3% | -6.5%&-8.7% | -2.6%&0.0%

Gathered by group, those above with a halogen (two)
Results follow in this order: Tau fibril ThT | Tau fluor cs | HTT ATP protect | Tau FP inhib | L3MBTL1 inh | TR SRC2 fluor cs | RECQ1 inh | TRb-SRC2 inh
CC(=O)O[C@]1(C(C)=O)CC[C@H]2[C@@H]3C=C(Cl)C4=CC(=O)[C@@H]5C[C@@H]5[C@]4(C)[C@H]3CC[C@@]21C
 : x | x | -16.6%&-52.5% | x | -2.9% | -8.0%[201 µM] | -4.9% | -9.5%[201 µM]
CN(C)C/C=C(/c1ccc(Br)cc1)c1cccnc1
 : 1.3% | -3.3% | u | 0.6% | x | -1.0% | -3.7% | -4.4%

Among those listed so far, these have a COOH group.
Results follow in this order: Tau fibril ThT | Tau fluor cs | HTT ATP protect | Tau FP inhib | L3MBTL1 inh | TR SRC2 fluor cs | RECQ1 inh | TRb-SRC2 inh
O=C(O)CN1C(=O)c2cccc3cccc(c23)C1=O
 : u | 4.8%&-23.9% | -18.7%&13.5% | 8.9%&2.3% | x | -1.2%&-3.0% | -13.0% | 6.1%&8.5%
Cc1c(C(=O)O)c(O)cc2c1C(=O)c1c(O)c([C@H]3O[C@H](CO)[C@@H](O)[C@H](O)[C@H]3O)c(O)c(O)c1C2=O
 : u | u | -34.5%[inhibitor][1.9 µM] | -9.1%&-10.2% | x | 8.8%&15.1%&7.2% | 31.6µM*! | 3.9%&15.0%&9.4%

Only part of the results is shown. The share of hits here may be higher or lower than overall.
